PNC inhibitor: blocks assembly of the perinucleolar compartment; PC3M PTB-GFP, PNC prevalence imaging, 16 h; stronger effect = lower value; activity change (PNC), negative = inhibition, % at 10 µM; 140,000 compounds, 3.1% hits; AID 2417;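 active = readout at or below -70, meaning at least 70% loss of cells showing the perinucleolar compartment, a nuclear body marking cancer cells; inconclusive = readout between -30 and a set limit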;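 note: plate controls were DMSO wells for no effect and camptothecin positive control wells for full effect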
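Compounds are pinned in duplicate onto adhered PC3M cells stably expressing GFP-tagged PTB and incubated 16 h at 37 C. Cells are then fixed, nuclei stained with Hoechst, and PNC-positive cells counted.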
12-hLO inh: blocks human 12-lipoxygenase activity; P18054; 150,000 compounds, 0.12% hits; AID 1452; Potency, µM (doses to about 57.1 µM), for the others: top-dose activity change, negative = inhibition, usual class: inhibitors; purified 12-hLO, xylenol orange hydroperoxide absorbance; note: potency is the fitted concentration of half-maximal effect; nearly all actives have a fitted effect of over 55% in size; many of its hits are not listed in these tables
Target sequence (P18054 whole entry, looked up): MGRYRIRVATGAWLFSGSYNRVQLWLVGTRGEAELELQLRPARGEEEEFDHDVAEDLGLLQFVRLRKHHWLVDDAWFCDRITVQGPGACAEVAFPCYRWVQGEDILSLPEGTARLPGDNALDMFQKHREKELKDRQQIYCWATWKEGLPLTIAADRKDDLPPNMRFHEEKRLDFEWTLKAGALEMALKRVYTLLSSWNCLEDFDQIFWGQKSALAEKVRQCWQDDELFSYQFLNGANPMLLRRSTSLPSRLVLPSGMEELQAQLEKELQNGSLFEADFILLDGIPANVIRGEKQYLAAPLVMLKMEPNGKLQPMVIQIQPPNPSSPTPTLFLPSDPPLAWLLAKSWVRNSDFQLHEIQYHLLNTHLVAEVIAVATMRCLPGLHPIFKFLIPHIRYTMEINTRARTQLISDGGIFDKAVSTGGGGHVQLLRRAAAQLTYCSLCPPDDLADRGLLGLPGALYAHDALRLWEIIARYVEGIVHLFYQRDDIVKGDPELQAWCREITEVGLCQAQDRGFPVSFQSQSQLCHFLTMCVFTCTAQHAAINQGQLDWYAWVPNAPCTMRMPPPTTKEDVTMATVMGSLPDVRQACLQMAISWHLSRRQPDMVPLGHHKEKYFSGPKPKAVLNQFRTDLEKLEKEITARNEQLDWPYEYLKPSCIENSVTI
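Hydroperoxide formation by human 12-lipoxygenase from 40 uM arachidonic acid was followed colorimetrically via ferric-xylenol orange complex, using the 573/405 nm absorbance ratio. Enzyme concentration was 150 nM, with 30 min reaction at room temperature.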
ALOX15B inhib: 15-hLO-2 (ALOX15B) enzyme inhibition; O15296; purified 15hLO-2, xylenol orange hydroperoxide absorbance; Potency, µM (highest dose often 57.1 µM), inactives show at the top dose activity change, negative = inhibition, actives largely listed as inhibitors; 110,000 compounds, 0.56% hits; note: potency is the fitted concentration of half-maximal effect; nearly all actives have a fitted effect of over 60% in size; many of its hits are not listed in these tables
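Read-out: hydroperoxide product oxidises ferrous iron, measured as xylenol orange complex via the 573-to-405 nm absorbance ratio after 30 min. Reaction: 50 nM enzyme, 15 min compound preincubation, 45 uM arachidonic acid, 90 min RT, Hepes pH 7.5 with Triton X-100.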
IMPase inh: IMPase inhibition in cells. P97697. CHO-M1 cells, IP1 accumulation, HTRF TR-FRET ratio. inhibition (IP1 accumulation), % at 46.1 µM. 120,000 tested, under 10 active; active = well fitted curve in the direction sought with a large enough effect in the signal ratio, not every such curve was filed as active; inconclusive = small, poorly fitted or top-dose-only effect, or a change in a side signal; inactive = no such curve, though single readings can be large or run the other way; the % refers to the signal ratio;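 note: cells stimulated with carbachol in lithium chloride buffer; plate controls were DMSO basal wells for no effect and reference inhibitor wells for full effect; higher means more IMPase inhibition seen as more IP1 and lower FRET ratio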
Target sequence (P97697 whole entry, looked up): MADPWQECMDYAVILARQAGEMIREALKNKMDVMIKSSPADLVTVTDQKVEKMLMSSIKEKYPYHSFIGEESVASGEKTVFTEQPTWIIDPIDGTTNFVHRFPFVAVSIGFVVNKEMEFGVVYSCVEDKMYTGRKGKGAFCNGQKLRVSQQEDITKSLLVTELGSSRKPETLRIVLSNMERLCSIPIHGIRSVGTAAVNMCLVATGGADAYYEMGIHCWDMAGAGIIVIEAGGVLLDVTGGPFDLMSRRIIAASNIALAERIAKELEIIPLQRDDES
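CHO-M1 cells (CHO stably expressing M1 receptor), compound up to 46 uM final, stimulated with carbachol (50 uM as added) in buffer with 50mM LiCl, pH 7.4, 30 min at 37C. Cytosolic IP1 read by TR-FRET; AC50 from Hill fits.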
The depositor's hits bear a star; ? = inconclusive; / = not tested or not shown; [ ] = another dose, or the depositor's remark. Unless noted, calls come from the whole dose curve; as a rule, active = well fitted curve in the direction sought with a large enough effect; inconclusive = small, poorly fitted or top-dose-only effect, or another doubt; inactive = no such curve, though single readings can be large; an effect the other way counts as inactive or inconclusive. Unless noted, % is set by controls: 0 for no effect and ±100 for the full control effect.

PNC inhibitor	12-hLO inh	ALOX15B inhib	IMPase inh	SMILES
?	1%	/	-3	O=C(COC(=O)C1CCCCC1)NCCc1ccccc1
-4	-4%	-8%	22	CC(=O)c1cccc(NC(=O)CCNS(=O)(=O)c2cccc3nsnc23)c1
39	-3%	8%	-2	COc1ccc(Cl)cc1S(=O)(=O)N1CCN=C1C
68	-5%	3%	-2	COc1ccc(-c2nn(C)c3sc(C(=O)N4CCOCC4)cc23)cc1OC
13	-6%	7%	4	CC1(c2ccc3noc(-c4ccc(F)cc4)c3c2)OCCO1
?	-11%	18%	3	Cc1nc(Oc2cccc(Cl)c2)c2oc3ccccc3c2n1
15	-2%	-4%	8	CCOC(=O)N1CCC(n2c(SCC(=O)NCc3ccccc3)nc3ccccc3c2=O)CC1
?	-5%	26%	0	CC(C)COc1ccc(Cc2cnc(N)nc2N)cc1
?	-9%	-1%	2	C=CCn1c(SCC(N)=O)nc(C)cc1=O
13	4%	19%	0	Cc1oc(-c2ccccc2F)nc1CS(=O)(=O)CC(=O)NCCN(C)C1CCCCC1
6	-6%	1%	9	CCCOc1cccc(NC(=O)c2c(-c3ccccc3)noc2C)c1
7	4%[0.00818 µM]	11%[0.0915 µM]	/	COc1cc2[nH]c(-c3ccc(C)cc3)cc(=O)c2cc1OC

Molecules shown so far that contain a carbonyl joined to an NH by a bond outside any ring (6):
PNC inhibitor	12-hLO inh	ALOX15B inhib	IMPase inh	SMILES
?	1%	/	-3	O=C(COC(=O)C1CCCCC1)NCCc1ccccc1
-4	-4%	-8%	22	CC(=O)c1cccc(NC(=O)CCNS(=O)(=O)c2cccc3nsnc23)c1
15	-2%	-4%	8	CCOC(=O)N1CCC(n2c(SCC(=O)NCc3ccccc3)nc3ccccc3c2=O)CC1
?	-9%	-1%	2	C=CCn1c(SCC(N)=O)nc(C)cc1=O
13	4%	19%	0	Cc1oc(-c2ccccc2F)nc1CS(=O)(=O)CC(=O)NCCN(C)C1CCCCC1
6	-6%	1%	9	CCCOc1cccc(NC(=O)c2c(-c3ccccc3)noc2C)c1

Whole records, quoted from the list. Screens in order: PNC inhibitor | 12-hLO inh | ALOX15B inhib | IMPase inh
Results for Cc1oc(-c2ccccc2F)nc1CS(=O)(=O)CC(=O)NCCN(C)C1CCCCC1 = 13 | 4% | 19% | 0
Results for CC(C)COc1ccc(Cc2cnc(N)nc2N)cc1 = ? | -5% | 26% | 0
Results for Cc1nc(Oc2cccc(Cl)c2)c2oc3ccccc3c2n1 = ? | -11% | 18% | 3
Results for COc1ccc(Cl)cc1S(=O)(=O)N1CCN=C1C = 39 | -3% | 8% | -2

Additional records follow:
PNC inhibitor	12-hLO inh	ALOX15B inhib	IMPase inh	SMILES
11	-6%	-1%	-10	Cc1ccc(Cl)cc1NC(=O)COC(=O)C1CCCCC1
?	-5%	/	-6	CC1(C)CC(=O)C(C(C2=C(O)CC(C)(C)CC2=O)c2ccc([N+](=O)[O-])cc2)C(=O)C1 (stereo not given)
-25	0%	/	/	COc1ccc(C(=O)NC(=S)Nc2cc3oc4ccccc4c3cc2OC)cc1
?	4%	0%	8	CC[C@H](C)[C@H](NS(=O)(=O)c1ccc(C)cc1)C(=O)N1CCC(C(=O)N[C@H](C(=O)O)C(C)C)CC1
?	0%	-3%	-2	COc1ccc(C)cc1NC(=O)c1ccc(S(=O)(=O)N2CCOCC2)cc1
26	-1%	-4%	3	COc1cc2c(cc1OC)-c1cc(Nc3ccc4c(c3)OCCO4)nc(=O)n1CC2
?	-5%	/	/	Cc1cc(/C=C2/NC(=O)N(Cc3ccccc3F)C2=O)c(C)n1C(C)C
-17	1%	/	-4	CCC(CC)NC(=O)COC(=O)CCC(=O)c1cccs1
0	0%	1%	-5	C/C(=N\OC(=O)c1ccc(C)cc1)c1sc(C)nc1C
40	-3%	-2%	2	Cc1cc(C(F)F)n2nc(C(=O)Nc3cc(C)on3)nc2n1
-6	-3%	8%	2	CCc1ccc(-c2nc(CN3CCCC(C(=O)O)C3)c(C)o2)cc1 (stereo not given)
-3	-13%	-3%	2	Cc1cc(Nc2ccc(Cl)cc2)n(-c2cccc(Cl)c2)n1
?	1%	-1%	10	C=CCn1c(SCc2c(C)noc2C)nc2ccccc2c1=O
-25	-10%	/	0	COc1ccc(C(=O)/C=C/c2cn(CC(O)CN3CCOCC3)c3ccccc23)cc1 (stereo not given)
/	0%[11.4 µM]	-8%[11.4 µM]	/	CC(C)C12CC[C@@]3(CC[C@H]4[C@@](C)(CCC[C@]4(C)C(=O)O)[C@@H]3C1)[C@@H](CN)C2
?	-4%	-9%	6	COc1cc(CN(C)Cc2ccccc2)cc(OC)c1O
-11	0%	6%	8	N#CCCN(Cc1cccnc1)S(=O)(=O)c1ccc(S(=O)(=O)NC2CCCCC2)cc1
10	-3%	/	/	O=C(Nc1nnc(Cc2c[nH]c3ccccc23)s1)c1ccc(Cl)cc1Cl
-28	2%	-6%	3	CCOc1cc(Br)ccc1S(=O)(=O)N1CC(C)OC(C)C1 (stereo not given)
0	-5%	0%	4	O=C(NCc1cccnc1)c1ccc(CS(=O)(=O)c2ccc(Cl)cc2)o1
34	-1%	-5%	4	COc1ccc(N2CCN(CCNC(=O)CCNS(=O)(=O)c3cccs3)CC2)cc1
25	0%	1%	8	CCN(CC)CCCN1C(=O)C(O)=C(C(C)=O)C1c1cccc(OC)c1 (stereo not given)
20	-2%	-8%	-7	CC(=O)N1CCN(C(=O)c2cccc(S(=O)(=O)Nc3ccc(C)cc3)c2)CC1
15	-7%	/	1	CCOC(=O)N=S(=O)(Oc1ccc([N+](=O)[O-])cc1)c1ccc(Cl)cc1 (stereo not given)
/	-1%	-5%	/	COC(=O)[C@@H]1C[C@@]2(O)[C@H](O)[C@H](O)[C@H](O)C[C@H]2N1Cc1ccccc1OS(=O)(=O)c1ccc(C)cc1
?	-14%	23%	15	Cc1ccc(-c2noc(CCC(=O)NCCCN3CCN(c4cccc(Cl)c4)CC3)n2)cc1
7	-6%	2%	3	CCOC(=O)C1CCCN(c2cc(=O)n(Cc3ccc(F)cc3)c(=O)[nH]2)C1 (stereo not given)
41	-4%	7%	3	CC(C)(C)c1cc(C(=O)NCc2ccccc2)ccn1
26	1%	-1%	-1	CC(C)CC(=O)NN(C)c1nc(-c2ccccc2)nnc1C(F)(F)F
14	-5%	-4%	-3	CCOC(=O)C(=CNc1cc(C)nn1-c1ccc(C)cc1)C(=O)OCC
?	-2%	/	-4	O=C(Nc1cccc2ccccc12)N1CCc2ccccc2C1
72	-3%	/	/	Cc1cc(NC(=O)CSCc2nc(-c3cccc(Cl)c3)oc2C)no1
16	-3%	-3%	-5	CN(C(=S)Nc1ccc(F)cc1)C1(c2ccccc2Cl)CCCCC1=O (stereo not given)
6	-3%	/	3	CCN(CC)c1ccc(/C=C2/C(=O)ON=C2C)cc1
-18	4%	0%	3	CCC(C)NC(=O)Cn1c(=O)n(CCCCC(=O)NCc2ccco2)c(=O)c2ccccc21 (stereo not given)
28	1%	6%	5	CN(C)C(CNC(=O)c1cccnc1Sc1ccccc1)c1ccco1 (stereo not given)
63	2%	/	/	Cc1cc(=O)[nH]c(N/N=C/c2cccc([N+](=O)[O-])c2)n1
1	-6%	-28%	15	CCOCCCn1c(=N)c(C(=O)NCc2ccc3c(c2)OCO3)cc2c(=O)n3ccccc3nc21
-9	-1%	/	/	CCONC(=NC)c1nonc1N
50	-2%	-8%	4	Cc1onc(-c2c(F)cccc2Cl)c1C(=O)N1C=CC(C(F)(F)F)=NCC1
9	-11%	-8%	1	Cc1cc(C)n2nc(SCc3cc(=O)oc4ccc5ccccc5c34)nc2n1
-27	-17%	-10%	-5	N#Cc1c(N)c(C#N)c(-c2ccc3c(c2)OCO3)c2c1CCCC2
-18	-3%	-4%	-2	CC(C)NCCOCCOc1ccccc1F
-8	-7%	-2%	9	COc1ccc(CC(=O)Nc2ccc3c(c2)CCC3)cc1OC
?	-7%	-8%	4	O=C(CCCCCn1c(=O)[nH]c2ccsc2c1=O)NCc1ccc2c(c1)OCO2
4	-4%	-10%	4	Cc1cccc(-c2csc(NC(=O)c3cnccn3)c2C(=O)OC(C)C)c1
10	-21%	2%	-8	Cc1ccccc1N=C1NC(=O)CC(c2ccccc2)S1 (stereo not given)
29	-8%	?	-3	CCOC(=O)Cc1csc(NC(=O)c2sc3nc4ccc(C)cc4cc3c2N)n1
47	2%	2%	-2	CC(C)NC(=O)CC1OC(=O)c2ccccc21 (stereo not given)
-85*	-1%	-2%	-5	COC(=O)CSc1nc2nc(C)cc(C)n2n1
-24	-2%	-19%	-20	C=CCNc1oc(/C=C/c2ccccc2)nc1C#N
-4	2%	/	-9[0.0738 µM]	COc1ccc(CNC(=O)c2ccc(C)o2)cc1
/	0%	2%	/	O=C(O)c1ccc(C(=O)O)cc1
71	-4%	10%	1	c1ccc2c(c1)nnn2-c1ncnc2sc3c(c12)CCCC3
4	-7%	/	/	CC(C)(C)c1ccc(OCCCNCc2ccccc2)cc1
21	-3%	/	/	C/C(CCN1CCc2nc(-c3ccccc3)c(-c3ccccc3)cc2C1)=N\O[C@@H](C)c1cn([C@H](CO)Cc2ccccc2)nn1
-13	1%	/	/	Cc1cc(C)nc(SCC(=O)n2c3c(c4ccccc42)CCCC3)n1
-6	3%	1%	-5	CC(C)(C)NC(=O)COC(=O)c1cc(S(=O)(=O)N2CCCCC2)ccc1N1CCOCC1
-1	-13%	0%	-8	Cc1cc(C(C)c2ccccc2)c(O)c(CN2CCOCC2)c1C (stereo not given)
?	-6%	8%	3	O=C(COc1cccc2cccnc12)N1CCc2ccccc2C1

Continued.
PNC inhibitor	12-hLO inh	ALOX15B inhib	IMPase inh	SMILES
4	-1%	0%	3	c1ccc(COc2ccc(OCCCn3cncn3)cc2)cc1
-14	-6%	/	/	Cc1ccc(-c2csc(NNC(=O)c3ccccc3)n2)cc1
?	-2%	-4%	5	O=C(O)c1cccc(OCc2ccccc2Cl)c1
?	3%	-1%	-8	CCOC(CNC(=O)CCc1c(C)nc2ncnn2c1C)OCC
-22	0%	/	-25	Cc1ccc(CNC(=O)CSc2ccc(-c3cccs3)nn2)cc1
4	-2%	5%	1	Cc1ccccc1-n1c(SCC(=O)c2cc(C)n(C)c2C)nnc1-c1ccncc1
15	-8%	/	-8	N#Cc1ccc(NC(=O)COC(=O)CSc2nnc(-c3ccc(Cl)cc3)o2)cc1
-1	4%	/	0	O=C(Nc1ncc(Cc2ccccc2)s1)C1CCCO1 (stereo not given)
-14	-5%	/	-8	COc1ccccc1-n1c(SCC(=O)NC2CCS(=O)(=O)C2)nc2cc([N+](=O)[O-])ccc21 (stereo not given)
/	-4%[0.00818 µM]	-14%[0.0915 µM]	/	COc1cc(OC)c2c(-c3cccc(-c4ccc(O)cc4)c3)cc(=O)oc2c1

These rows are one share of the data; the hit share may differ from the screen's.
